Assay outcomes: PubChem, several laboratories
M17LAP inhibition – P. falciparum M17LAP inhibitors, primary screen, biochemical, fluorogenic H-Leu-NHMec substrate, 1536-well (AID 1619). inhibition, % at 30 µM; hits with a dose series show IC50 in µM. 220,000 compounds, 0.38% hits. recombinant M17LAP, H-Leu-NHMec fluorogenic kinetic assay; higher % means a stronger effect;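 active = compound inhibiting the enzyme by more than half at any dose during confirmatory dose-response retesting; inconclusive = strong single-dose inhibitors picked by rank but not retested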;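 also: plate controls were full reaction with DMSO carrier for no effect and no enzyme background for full effect; strong numbers were not always called active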
CSM14.1 death rescue – protection against thapsigargin-triggered cell killing – 384-well, CSM14.1, ATP luminescence, primary screen (AID 1222). 190,000 tested, under 10 active. cellular ATP content (survival), % at 20 µM, or EC50 in µM where a hit was titrated. CSM14.1 thapsigargin-induced death rescue, ATP luminescence; higher % means a stronger effect;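 active = EC50 below 50 µM in the dose-response confirmation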;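 also: death triggered by thapsigargin at about 15 µM added after 2 h compound pretreatment; cell ATP read after overnight thapsigargin exposure of roughly 18 to 22 hours; normalized against plate controls of thapsigargin alone and 5% DMSO vehicle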
LYP inhibition – inhibitors of LYP phosphatase, biochemical, fluorescence intensity, uHTS (AID 1779); inhibition, % at 11.5 µM; hits with a dose series show IC50 in µM; recombinant LYP phosphatase, fluorescence intensity; higher % means a stronger effect; 290,000 compounds, 0.054% hits;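 also: plate controls were vehicle with enzyme for no effect and no enzyme for full effect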
XIAP displacement – XIAP antagonists, biochemical, IAP family, fluorescence polarization (AID 1018); displacement, % at 20 µM; hits with a dose series show IC50 in µM; XIAP BIR domain, fluorescence polarization peptide displacement; higher % means a stronger effect; 200,000 compounds, 0.007% hits; in the data active = displacement above about 50%; also: a part of the inactive calls stands beside numbers as strong as those of hits
human PMI inhibition – inhibitors of human PMI, primary screen, biochemical, fluorescence intensity, coupled assay (AID 1209). purified PMI enzyme, coupled fluorescence intensity; higher % means a stronger effect. inhibition, % at 20 µM, or IC50 in µM where a hit was titrated. 190,000 compounds, 0.42% hits;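 also: plate controls were DMSO vehicle for no effect and wells lacking substrate for full effect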
P. falciparum M1AAP – P. falciparum M1AAP inhibitors, biochemical, fluorogenic H-Leu-NHMec substrate, 1536-well (AID 1445); 220,000 compounds, 0.42% hits; recombinant M1AAP, H-Leu-NHMec fluorogenic kinetic assay; higher % means a stronger effect; inhibition, % at 30 µM, or IC50 in µM where a hit was titrated;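 active = primary inhibition above the hit cutoff, then over 50% inhibition at one or more dose response concentrations, cut at about 23% in these data, passing the limit was not always enough; inconclusive = conflicting primary data, or primary hits not chosen for dose response; inactive = low primary inhibition, or under 50% at every dose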;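 also: plate controls were DMSO full reaction for no effect and no enzyme background for full effect; strong numbers were not always called active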
Myeloid diff MLP – myeloid differentiation induction; ER-HoxA9 myeloid progenitors, lysozyme-GFP differentiation, flow cytometry; calls only at 10 µM; 360,000 compounds, 1% hits;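 active = normalized GFP-positive differentiation at or above the plate's own cutoff, the solvent-only control mean plus 3 SD; inconclusive = no clear call, values can overlap the other calls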;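 also: cells exposed to compound for four days before flow analysis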
TNAP activation fold – stimulation of alkaline phosphatase TNAP activity – biochemical, luminescent, no phosphate acceptor, uHTS, primary screen (AID 1001); purified TNAP, luminescent activation assay, no phosphate acceptor; higher activation fold means a stronger effect; one-dose activation fold at 20 µM; EC50 in µM for titrated hits; 200,000 compounds, 0.03% hits; in the data active = activation fold from about 3, or a potency from the dose series; inactive = the rest, 99 in 100 with activation fold below about 1.6; also: many of its hits are not listed in these tables
PMI inhibition – MPI inhibition at elevated mannose 6-phosphate – biochemical, fluorescence intensity, high mannose 6-phosphate, primary screen (AID 1220). recombinant PMI enzyme, coupled fluorescence intensity; higher % means a stronger effect. inhibition, % at 20 µM; hits with a dose series show IC50 in µM. 190,000 compounds, 0.66% hits
Myeloid diff MLP GFP+ MAC1+ % – second read-out of Myeloid diff MLP, no call of its own (marks repeat the call); GFP+ MAC1+ double positive, %; measured here: differentiation confirmed by MAC1 staining
The depositor's hits bear a star; i = inactive; u = inconclusive; x = not tested or not shown. Rule as the data show it, unless noted: active = inhibition above about 50%; inactive = the rest.

SMILES	M17LAP inhibition	CSM14.1 death rescue	LYP inhibition	XIAP displacement	human PMI inhibition	P. falciparum M1AAP	Myeloid diff MLP	Myeloid diff MLP GFP+ MAC1+ %	TNAP activation fold	PMI inhibition
CN(C)CCNC(=O)CNC(=S)N(Cc1ccccc1)Cc1ccccc1F	4.1%	x	-2.1%	-11.2%	14.6%	-1.9%	x	x	1.6	10.1%
C=CCNC(=S)NNc1nc2c(c(=O)[nH]1)C1(CCCC1)Cc1ccccc1-2	12.6%	1.9%	-1.4%	-9.8%	18.0%	-7.9%	i	0.2	1.8	11.9%
C#Cc1ccc([C@@H]2C=C(C(=O)OCC=C)O[C@H](OCc3ccc(CO)cc3)C2)cc1	0.4%	4.4%	5.2%	-4.0%	9.1%	8.3%	i	0.9	1.1	6.3%
O=C(c1ccc(S(=O)(=O)Cc2ccccc2Cl)c([N+](=O)[O-])c1)N1CCN(c2ccccn2)CC1	0.3%	0.0%	-2.4%	-3.2%	-19.7%	4.9%	i	1.1	1.1	6.6%
COc1cccc(C2CC(c3ccc(C)cc3)n3ncnc3N2)c1 (stereo not drawn)	-3.9%	-2.7%	3.7%	-5.3%	18.5%	7.2%	i	2.8	1.1	14.1%
CCC(=O)Nc1sc(C(=O)OC)c(C)c1C(=O)OC	-0.1%	-0.6%	-6.5%	1.3%	-2.7%	-1.9%	i	3.2	1.2	-2.6%
Cc1cc(C)n(C(=O)CNC(=O)c2cccs2)n1	15.5%	-0.7%	-2.5%	-9.6%	-6.0%	-0.8%	i	0.9	1	-0.8%
COc1ccc(C2CC(=O)N(C)c3ccccc3S2)cc1OC (stereo not drawn)	0.8%	3.0%	4.2%	-6.6%	-5.1%	-4.1%	i	0.0	1	17.3%
COc1ccc(C(=O)COc2ccc(F)cc2)c(O)c1C	-0.9%	-0.2%	-2.4%	-3.2%	0.4%	0.4%	i	0.4	1.1	-1.7%
CN(Cc1nc(-c2cnccn2)no1)Cc1n[nH]c2c1CCCCC2	1.6%	x	-3.9%	x	x	1.7%	i	0.2	x	x
O=C(c1cc2cc(Br)cc(Br)c2oc1=O)N1CCCc2ccccc21	0.7%	-0.4%	-3.8%	-3.7%	2.0%	2.1%	x	x	1	-7.9%
COc1ccc(/C=C2\SC(=N)N(c3nccs3)C2=O)cc1OC	3.3%	21.3%	-0.1%	-0.9%	16.9%	2.4%	i	0.1	1.6	9.0%
COCC(=O)N(CCc1ccc(OC)cc1)Cc1nc2ccccc2c(=O)[nH]1	10.7%	-2.8%	-10.1%	0.8%	1.4%	1.3%	i	1.0	1.1	0.8%
O=C(CSc1nnc(-c2ccccc2)o1)Nn1cnnc1	-0.5%	0.5%	1.5%	-5.6%	-8.0%	-1.1%	i	7.7	1	-5.9%
CCOc1ccc(S(=O)(=O)NCc2ccccc2Cl)cc1C(N)=O	-5.1%	-5.1%	-10.1%	-1.0%	-28.2%	-1.8%	i	0.4	0.9	-25.3%
O=C(Cc1ccc(Cl)cc1)c1ccc(O)cc1	3.8%	x	-5.9%	x	x	-0.8%	i	0.7	x	x
CCOc1ccc(C(=O)COC(=O)CC)cc1	-4.8%	-2.9%	0.4%	-5.0%	12.2%	3.0%	i	1.1	1.1	11.3%
O=C(NC1CCCc2ccccc21)c1cncc(Br)c1 (stereo not drawn)	1.2%	-0.4%	-10.2%	-4.0%	12.4%	-3.9%	i	1.4	1.2	7.6%
CSc1ccc(/C=C/C(=O)NC(=O)c2ccccc2O)cc1	26.1%	-3.0%	-5.0%	-3.3%	8.9%	22.2%	i	0.5	1	7.3%
Cc1c(C(=O)Nc2ccc(N3CCOCC3)cc2)cccc1[N+](=O)[O-]	2.3%	-1.1%	-8.8%	-5.8%	-9.7%	1.1%	i	0.3	0.9	8.2%
CN(C)C(CNC(=O)CCCOc1ccccc1)c1ccco1 (stereo not drawn)	5.2%	-1.7%	-8.2%	-6.4%	5.9%	0.2%	i	0.5	1	3.3%
CCCNC(=O)NCCc1c(C)[nH]c2ccccc12	5.8%	2.6%	-9.7%	-2.2%	-5.0%	23.5%*	i	1.8	1.2	0.4%
CCOC(=O)c1c(-c2ccc(C)cc2)csc1NC(=O)c1ccc(N2C(=O)CCC2=O)cc1	2.0%	1.1%	-6.5%	-7.1%	31.5%	1.2%	i	1.2	1.2	17.1%
O=C(NCCCN1CCCCC1)c1ccc2c(c1)NC(=O)C(N1CCOCC1)S2 (stereo not drawn)	-3.0%	-0.4%	-4.6%	-21.1%	-1.4%	2.1%	i	1.5	1.1	6.8%
CNC(=O)c1ccc(N(Cc2ccccc2)S(C)(=O)=O)cc1	11.3%	-2.3%	1.0%	-2.8%	5.7%	-0.1%	i	1.2	1.1	5.7%
CC1CN(C(=O)COC(=O)c2ccc(Cl)c(S(=O)(=O)N3CCCCC3)c2)CC(C)O1 (stereo not drawn)	-0.8%	0.2%	-3.9%	-3.5%	-8.1%	-1.1%	i	0.3	1.1	4.6%
O=C(NCc1ccc(-c2nc3ccccc3s2)cc1)c1cc2ccccc2o1	4.2%	5.4%	-3.6%	1.9%	11.7%	2.0%	i	0.5	1.1	13.3%
CC(C)N1C(=O)NC2(c3ccccc3)N(C)C(=O)N(C)C12c1ccccc1 (stereo not drawn)	9.4%	-1.5%	-6.1%	-6.9%	-1.7%	-2.2%	i	0.2	1.1	-2.1%
CCc1nc(SCc2ccc(Cl)cc2)n[nH]1	-4.6%	-2.8%	-3.9%	-1.8%	4.0%	-4.3%	i	0.3	1.3	2.4%
CCOC(=O)c1sc2nc(CN3CCCCC3)nc(Cl)c2c1C	5.0%	1.9%	-5.0%	-3.5%	-2.6%	3.8%	i	0.2	1.1	0.5%
O=S(=O)(NCC(c1cccnc1)N1CCN(c2ccc(F)cc2)CC1)c1cccs1 (stereo not drawn)	-5.6%	x	-2.4%	-2.5%	7.3%	-1.2%	i	3.1	1.1	4.1%
N#Cc1c2n(cnc1=O)CCCCC2	3.9%	1.3%	-6.1%	-6.0%	-1.9%	9.4%	i	1.3	1	-4.4%
COc1cccc(CC2(CO)CCN(Cc3cn(C)nc3C)CC2)c1	-3.3%	0.0%	-7.1%	-8.9%	6.0%	-7.9%	i	1.7	1	4.6%
CC1(C)CC2CC(C)(CN2S(=O)(=O)c2ccc(C(=O)Nc3ccc(S(=O)(=O)N4CCOCC4)cc3)cc2)C1 (stereo not drawn)	-11.7%	-0.5%	6.7%	-1.7%	27.8%	8.6%	i	0.3	1.1	12.9%
COc1cccc(NC(=O)CSc2nc3ccsc3c(=O)n2-c2ccc(C(=O)O)cc2)c1	9.6%	4.8%	3.4%	-6.3%	-18.0%	6.3%	i	0.1	1.1	-20.8%
NS(=O)(=O)c1cccc(NC(=O)c2cncc(Br)c2)c1	5.0%	x	3.3%	x	x	1.7%	i	0.3	x	x
CCOC(=O)c1cnc2c(F)ccc(F)c2c1Sc1ccccc1	-1.1%	x	-0.6%	x	x	4.3%	i	0.6	x	x
C/C(=N\Nc1nc(N)cc(Cl)n1)c1ccc(Cl)c(Cl)c1	11.7%	-2.1%	-1.7%	-5.6%	13.3%	1.8%	i	0.6	1.1	0.9%
CCN(CC)CCCN1C(=O)C(=O)/C(=C(/O)c2ccc(C)cc2)C1c1ccccn1 (stereo not drawn)	13.9%	1.5%	2.3%	-2.7%	-27.9%	2.2%	i	0.6	1	-41.7%
CC(OC(=O)c1cccn1C)C(=O)Nc1ccc2c(c1)OCO2 (stereo not drawn)	17.5%	-0.7%	0.3%	-4.0%	-0.3%	-9.0%	i	0.7	1.1	6.1%
c1cc(-c2nnc(-c3ccncc3)o2)ccn1	4.5%	-0.9%	-3.2%	-4.8%	4.9%	-6.2%	i	2.0	1.1	4.3%
Cc1cc(NC(=S)NC(=O)c2ccccc2)ccc1-c1cc2ccccc2oc1=O	-2.4%	0.0%	3.1%	-10.8%	14.7%	8.8%	u	x	1.1	11.9%
Cc1ccc(NC(=O)NC(=S)NC(=O)c2ccccc2)cc1	-2.7%	-0.1%	-7.5%	-5.7%	-1.6%	7.7%	i	0.4	0.7	-2.6%
CCOC(=O)NC(NCC(O)c1ccccc1)(C(F)(F)F)C(F)(F)F (stereo not drawn)	7.2%	-1.7%	-3.4%	-1.2%	9.5%	-1.8%	i	0.5	1.1	6.6%
CCCCCc1c2c(cc(O)c1C(=O)O)OC(=O)c1c(cc(OC)cc1C(=O)CCCC)O2	12.8%	0.4%	7.9%	-0.2%	8.7%	u	i	1.7	1	6.9%
Cn1c(=O)c2c(nc(NCc3ccccc3)n2CCCc2ccccc2)n(C)c1=O	-11.5%	x	4.9%	-1.4%	6.9%	3.9%	i	1.8	1.2	3.2%
CCOc1ccccc1NC(=O)CCc1ccc(C)o1	7.8%	3.4%	-0.9%	-2.2%	13.1%	2.5%	i	2.5	1.1	0.6%
